Screening data (PubChem)
RMI FANCM FP = inhibitors of human RMI core complex binding to FANCM MM2 | Fluorescence polarization, RMI core complex with F-MM2 peptide; stronger effect = lower value | FP signal (polarization) at 33 µM | 70,000 tested, 0.58% active; in the data active = FP signal below about 40; note: inactives centre near 61; strong numbers were not always called active; unit not given here
Numbers without * were called inactive; & = joins results of further samples. This is a subset, so the mix of outcomes need not match the whole.

| mol | RMI FANCM FP |
| --- | --- |
| CS(=O)(=O)N1CCCC(C(=O)Nc2c3c(nn2-c2ccccc2)CCC3)C1 (centres undefined) | 63 |
| O=C(Cc1csc(NS(=O)(=O)c2ccc(Cl)cc2)n1)Nc1ccc(F)c(F)c1 | 56 |
| O=C1c2cccc3cccc(c23)C(=O)N1CCCSc1ncn[nH]1 | 60 |
| Nn1c(Cc2ccccc2)nn2c(=O)c3ccccc3nc12 | 66 |
| CC(C)(C)c1ccc(C(=O)NNC(=O)c2ccc(=O)n(Cc3ccccc3)c2)cc1 | 63 |
| COc1ccc(C(=O)Nc2ccccc2F)cc1OC | 65 |
| COc1ccc(OCC(O)Cn2c(C(F)(F)F)nc3ccccc32)cc1 (centres undefined) | 58 |
| CC1(C)COc2ccc(NC(=O)c3c(F)cccc3Cl)cc2NC1=O | 65 |
| COC(=O)c1c(C)[nH]c(C(=O)CC#N)c1C | 61 |
| CC(=O)Nc1ccc2nc(NC(=O)c3ccccc3Br)sc2c1 | 61 |
| CCOC(=O)c1sc(-c2ccccc2)cc1NC(=O)c1cccc(C(F)(F)F)c1 | 58 |
| O=C(CSc1ncnc2c1nnn2-c1ccc(F)cc1)NCCc1ccccc1 | 65 |
| O=S(=O)(N1CCCC1)n1nnc2ccccc21 | 65 |
| O=C(NCC1CCN(C2CCCC2)CC1)c1ccc(F)cc1 | 73 |
| C=CC(C)(C)OCC(O)CN1CCC(Cc2ccccc2)CC1 (centres undefined) | 66 |
| COc1ccc(CCNC(=O)C(=O)Nc2cccc(N3CCCS3(=O)=O)c2)cc1OC | 64 |
| COc1cccc(S(=O)(=O)Nc2ccc(Cl)c(Cl)c2)c1 | 53 |
| COc1cccc(CSc2nc(C)c(CC(=O)NC3CC3)c(=O)[nH]2)c1 | 62 |
| COc1c(C(C)C)oc2cc3oc(=O)ccc3cc12 | 52 |
| Cn1ccnc1SCc1cc(=O)c(OC(=O)c2cc3ccccc3oc2=O)co1 | 52 |
| Clc1ccc(COc2cccc3ccc(N4CCOCC4)nc23)cc1 | 54 |
| CN(C)/C=C/C(=O)c1cccc(Cl)c1F | 51 |
| COc1cc(NS(=O)(=O)c2ccc(NC(=O)CSc3nnc(-c4ccncc4)o3)cc2)nc(OC)n1 | 61 |
| O=C(NCCNC(=O)c1ccc(NC(=O)C2CCCC2)cc1)Nc1ccccc1 | 73 |
| O=[N+]([O-])c1ccc(Sc2ccc(Cl)cc2)c(-c2ccn[nH]2)c1 | 63 |
| COc1ccc(-n2ccn3c(-c4cccc(F)c4)nnc3c2=O)cc1 | 93 |
| NC(=O)NC(NC(N)=O)C(=O)O | 61 |
| Cc1cc(-c2nnc(NC(=O)c3ccc4ncsc4c3)o2)n(C)n1 | 68 |
| Cc1cc(CN2CCS(=O)(=O)CC2)c(C(F)(F)F)o1 | 59 |
| COc1cc([N+](=O)[O-])cc2cc(C(=O)N3CCN(c4cc(Cl)ccc4Cl)CC3)c(=O)oc12 | 46 |
| COC(=O)c1c(C)[nH]c(C(=O)/C(C#N)=C/c2ccc(OC(F)F)cc2)c1C | 75 |
| CSc1nn(CC(=O)Nc2ccc(F)cc2F)c(N)c1-c1nc(-c2ccc3c(c2)OCO3)no1 | 148 |
| Cc1cc(S(=O)(=O)N2CCN=C2c2ccccc2)c(Cl)cc1Cl | 59 |
| CCOC(=O)c1c(C)[nH]c(=O)c([N+](=O)[O-])c1O | 48 |
| O=C(Cn1c(-c2ccccn2)nc2ccccc21)NCc1ccccc1 | 63 |
| CC(C)c1ccc(NC(=O)C(=O)NCC(c2ccsc2)N2CCc3ccccc3C2)cc1 (centres undefined) | 69 |
| Cc1noc(C)c1S(=O)(=O)N1CCC(C(=O)O)CC1 | 56 |
| CC(=O)O[C@@H]1CC2C(C)(CC[C@H](O)C2(C)C)C2CC[C@]3(C)C(=CC(=O)O[C@H]3c3ccoc3)C21C (some centres undefined) | 56 |
| Cc1cc(C)c(S(=O)(=O)N2CCOC23CCNCC3)c(C)c1 | 73 |
| CN(C)S(=O)(=O)c1ccc(C(=O)Nc2cccc(-c3ccc(=O)n(C)n3)c2)cc1 | 63 |
| O=c1oc2ccccc2cc1O | 59 |
| Cc1ccc2c(c1)C(c1ccccc1)N(C(=O)c1ccc3c(c1)OCO3)CC(=O)N2 (centres undefined) | 62 |
| CCc1nnc(C2CCN(C(=O)NCc3ccc(F)cc3)CC2)s1 | 63 |
| Cc1ccc(OCC(O)CN2CCC(CN3C(=O)c4cccc5cccc(c45)C3=O)CC2)cc1C (centres undefined) | 71 |
| COCCN1CCC(CNS(=O)(=O)c2ccc(C)s2)CC1 | 70 |
| COc1ccccc1NS(=O)(=O)c1ccccc1F | 74 |
| Cc1ccc(SCCC(=O)Nc2nc(-c3ccc(Cl)s3)cs2)cc1 | 79 |
| N#Cc1ccsc1NC(=O)CSc1ncn[nH]1 | 75 |
| Cn1nc2c(c1NC(=O)C1CCCCN1S(=O)(=O)c1cccs1)CCC2 (centres undefined) | 63 |
| Cc1cc(NC(=O)Cn2c3ccccc3c3nc4ccccc4nc32)no1 | 79 |
| O=C(O)C1C2C=CC(C2)C1C(=O)Nc1ccccc1 (centres undefined) | 50 |
| CCOCC(=O)Nc1ccc2c(c1)OCC(C)(C)C(=O)N2CC | 67 |
| COc1ccc(OCCCC(=O)Nc2cc(C)c(Cl)cc2OC)cc1 | 70 |
| CCc1nccn1-c1cc(C)nc2c(-c3ccccc3Cl)c(C)nn12 | 63 |
| CCSc1ccccc1C(=O)Nc1nc2ccc(C(=O)OC)cc2s1 | 57 |
| Cc1cc(=O)n2c(-c3cccc(NC(=O)Cc4cccs4)c3)csc2n1 | 61 |
| CCOc1ccc(N2CCN(C(=O)/C=C/c3ccccc3)CC2)nn1 | 72 |
| Cc1cc(C2(c3ccc(O)c(C)c3)C(=O)N(Cc3ccccc3)c3ccccc32)ccc1O | 48&41 |
| Cc1cc(NC(=O)c2ccc3ccccc3c2)n(-c2nc3c(cnn3-c3cccc(Cl)c3)c(=O)[nH]2)n1 | 64 |
| Cc1ccc(S(=O)(=O)CCSc2nccn2C)cc1 | 63 |

Other results follow.
| mol | RMI FANCM FP |
| --- | --- |
| O=C(CSC1=Nc2cccnc2Nc2ccccc21)N1CCN(c2ccccc2)CC1 | 46 |
| CCOC(=O)C1CCN(c2cc(=O)n(C)c(=O)n2C)CC1 | 47 |
| O=C(Nc1ccc(Br)cc1)c1cc(S(=O)(=O)NCCC2=CCCCC2)ccc1F | 62 |
| CC(=O)c1ccc(S(=O)(=O)NCCCn2ncccc2=O)cc1 | 63 |
| O=C(NNC(=O)c1ccco1)c1ccc(=O)n(Cc2ccc(Cl)cc2)c1 | 61 |
| CC1=C(C(=O)O)N2C(=O)[C@@H](NC(=O)C(N)c3ccccc3)[C@H]2SC1 (some centres undefined) | 64&59 |
| COc1cc(OC)c2c(=O)c(O)c(-c3ccc(OC)c(OC)c3)oc2c1 | 66 |
| O=c1[nH]c(=S)ccn1-c1nc(-c2ccccc2)oc1-c1ccccc1 | 76 |
| COc1ccc([N+](=O)[O-])cc1NC(=O)CCCSc1ccc(Cl)cc1 | 54 |
| COC(=O)c1ccc(NC(=O)CN(C(=O)N2CCN(C)CC2)S(=O)(=O)c2ccc(C)cc2)cc1 | 56 |
| C/C(Cc1ccccc1OC(=O)c1ccccc1)=N/O | 59 |
| CCn1c(SC/C=C\c2ccccc2)nnc1-c1cccs1 | 59 |
| CCC(=O)Nc1ccc(S(=O)(=O)NCC2CCN(C(C)C)CC2)c(C)c1 | 64 |
| Cc1nc2scc(-c3cccc(NC(=O)c4ccc(Br)o4)c3)n2c(=O)c1C | 84 |
| O=C(NCC1CCCO1)C(=O)Nc1ccc(OC(F)(F)F)cc1 (centres undefined) | 55 |

Next part
compound | RMI FANCM FP
COc1ccccc1Nc1snc2[nH]c(C(=O)c3ccc(C)cc3)cc12 | 60
CCOC(=O)C(C)Oc1ccc2oc(=O)cc(-c3cc4cccc(OC)c4o3)c2c1 (centres undefined) | 53
CC1(C)CCc2cc(/C=C(\C#N)S(C)(=O)=O)ccc2O1 | 53
CC1(C)CC(=O)C2=C(C1)Nc1ccccc1NC2c1ccco1 (centres undefined) | -8
O=c1[nH]nc(-c2ccc(F)c(Cl)c2)c2ccccc12 | 56
CN1CCc2cc(C(CNC(=O)C(=O)Nc3ccc(F)cc3)N(C)C)ccc21 (centres undefined) | 71
O=C(NCc1ccc(S(=O)(=O)NCCSCc2ccco2)s1)c1ccccc1 | 57
c1coc(C2NCCc3ccccc32)c1 (centres undefined) | 57

Structures listed so far that contain a thiophene ring, fused or not:
compound | RMI FANCM FP
CCOC(=O)c1sc(-c2ccccc2)cc1NC(=O)c1cccc(C(F)(F)F)c1 | 58
CC(C)c1ccc(NC(=O)C(=O)NCC(c2ccsc2)N2CCc3ccccc3C2)cc1 (centres undefined) | 69
COCCN1CCC(CNS(=O)(=O)c2ccc(C)s2)CC1 | 70
Cc1ccc(SCCC(=O)Nc2nc(-c3ccc(Cl)s3)cs2)cc1 | 79
N#Cc1ccsc1NC(=O)CSc1ncn[nH]1 | 75
Cn1nc2c(c1NC(=O)C1CCCCN1S(=O)(=O)c1cccs1)CCC2 (centres undefined) | 63
Cc1cc(=O)n2c(-c3cccc(NC(=O)Cc4cccs4)c3)csc2n1 | 61
CCn1c(SC/C=C\c2ccccc2)nnc1-c1cccs1 | 59
O=C(NCc1ccc(S(=O)(=O)NCCSCc2ccco2)s1)c1ccccc1 | 57

Continued:
compound | RMI FANCM FP
COc1cccc2c1c(NC(=O)Nc1ccc(OCc3ccccc3)cc1)nn2C | 54
CC(C)Cc1ccc(C(=O)C(C)Sc2nnc(-c3ccc4ccccc4c3)n2C)cc1 (centres undefined) | 76
COC(=O)Nc1ccc(S(=O)(=O)N2CCCC(C(=O)Nc3cccc(C(F)(F)F)c3)C2)cc1 (centres undefined) | 58
Cc1ccc(-c2cnc(SCC(=O)Nc3cc(Cl)ccc3C)o2)cc1C | 101
Clc1ccc(-c2csc(COc3ccc4nonc4c3)n2)cc1 | 55
O=C(CC1(O)C(=O)Nc2ccc(Br)cc21)c1ccc(-c2ccccc2)cc1 (centres undefined) | 56
COc1ccc(S(=O)(=O)NCCN2CCN(c3ccccc3)CC2)c(OC)c1 | 65
CS(=O)(=O)c1cccc(C(=O)Nc2nnc(-c3ccc(Br)s3)o2)c1 | 68
CSCCC(NC(=O)c1ccc(C(F)(F)F)cc1)C(=O)NN (centres undefined) | 58
CC(C)N1CCC(CNC(=O)Cc2cccs2)CC1 | 79
CN1C(=O)C(=Cc2ccc(N3CCOCC3)cc2)C(=O)N(C)C1=O | 60
COc1cc(C)ccc1S(=O)(=O)NCCOc1ccc2c(c1)OCO2 | 62
COc1cc(C(=O)ON=C2C3CC4CC(C3)CC2C4)cc(OC)c1OC | 55
O=C(CCc1csc(NC(=O)c2ccco2)n1)Nc1nc2ccc(Cl)cc2s1 | 111
CCOc1ccccc1NC(=O)CSc1ccc(-c2ccccc2OC)nn1 | 66
Cc1ccc(-n2cc(C(=O)O)nn2)cc1 | 62

Ordered by value in RMI FANCM FP (descending): some entries from above.
Structure	RMI FANCM FP
O=C(CCc1csc(NC(=O)c2ccco2)n1)Nc1nc2ccc(Cl)cc2s1	111
CC(C)N1CCC(CNC(=O)Cc2cccs2)CC1	79
Cc1ccc(-n2cc(C(=O)O)nn2)cc1	62

Continued.
compound | RMI FANCM FP
CC(C)c1cccc2sc(N(CC3CCCO3)C(=O)c3ccn(C)n3)nc12 (centres undefined) | 66
CCOc1ccc(C)cc1S(=O)(=O)N1CCN(c2ccccc2OC)CC1 | 76
CC(C)(C)c1ccc(S(=O)(=O)NCc2ccc(C(=O)NCC3CCCO3)cc2)cc1 (centres undefined) | 74
CNC(=S)NNC(=O)CN1c2ccccc2Sc2ccccc21 | 58
NC(=O)c1ccsc1NC(=O)CSc1ccccc1 | 57
Cc1ccc(Cn2c(CO)cnc2SCc2ccccc2F)cc1 | 53
Cc1nnc(Nc2ccccc2)n(N)c1=O | 69
CCSc1ccccc1C(=O)Nc1sc(C)c(C)c1C(=O)NC | 56
O=C(NCCn1nc(-c2cccs2)ccc1=O)Nc1ccc(C(F)(F)F)cc1 | 70
O=C(Nc1ccccc1C(F)(F)F)c1cccn(OCc2ccc(F)cc2)c1=O | 58
O=C(Nc1cccc(C(F)(F)F)c1)c1ccc([N+](=O)[O-])o1 | 52
CCOC(=O)CNS(=O)(=O)c1ccc2c3c(cccc13)C(=O)N2CC | 50
CCOc1ccc(S(=O)(=O)N2CCN(c3cccc(Cl)c3)CC2)c2ccccc12 | 62
COc1ccc(S(=O)(=O)NCC(c2ccsc2)N2CCN(C)CC2)cc1Cl (centres undefined) | 101
O=C(COc1ccccc1)NCCN1CCOC(c2ccccc2)C1 (centres undefined) | 71
CSc1ccccc1-c1nnc(NC(=O)COc2ccc(Cl)cc2Cl)o1 | 52
O=C(O)CC1(CC(=O)Nc2ccc3c(c2)OCO3)CCCC1 | 58
CCC(=O)N1CCc2ccc(NC(=O)c3ccc(C(F)(F)F)cc3)cc2C1 | 66
Cc1cc2nc(-c3ccccc3)cc(=O)n2[nH]1 | 54
O=C(NCCS(=O)(=O)N1CCN(c2cccc(Cl)c2)CC1)C1CCCC1 | 55
CSc1ccccc1NC(=O)c1ccc(=O)n(Cc2cccc(Cl)c2)c1 | 54
Cc1cc(NC(=O)c2ccc3c(c2)OCCO3)n(C(C)C)n1 | 68
COc1ccc(-c2nnc(SCC(=O)NC3CCCCC3)n2-n2cccc2)cc1 | 57
CCCCOc1cccc(N/C=C(/C#N)c2nc(-c3ccc(-c4ccccc4)cc3)cs2)c1 | 58
O=C(Nc1nc(-c2cccs2)c(C(=O)C(F)(F)F)s1)c1ccc(S(=O)(=O)N2CCCC2)cc1 | 58
CC(C)(C)n1nc2c(c1NC(=O)C1(c3ccc(Cl)cc3)CCCC1)CSC2 | 59
S=c1[nH]nc(-c2cccc3ccccc23)n1-c1cccnc1 | 46
S=c1[nH]nc(-c2ccc(Cl)cc2Cl)n1Cc1ccco1 | 55
COc1cc(C(=S)N2CCN(C(=S)c3ccc(N(C)C)cc3)CC2)cc(OC)c1OC | 67
COCCOc1cc(C)nc(N2CCOCC2)n1 | 52
Cc1nc(-c2cccnc2)sc1CCNS(=O)(=O)c1ccc(Br)cc1 | 64
COc1ccc(-c2cc3c(=O)[nH]nc(SCc4cc(=O)n5ccccc5n4)n3n2)cc1OC | 64
Cc1ccc(C)c(C(=O)Nc2ccc3c(c2)CCC(=O)N3CC(C)C)c1 | 63
O=C(NCC1CCCO1)C1CCCN(c2ccc(-c3ccco3)nn2)C1 (centres undefined) | 58
Cc1ccc(C23CC4CC(CC(NC(=O)NN(C)C)(C4)C2)C3)cc1 | 66
